GALK inhibitor = qHTS Assay for Inhibitors of Human Galactokinase (GALK). Purified GALK, Kinase-Glo residual ATP luminescence. hit rate 0.007% among 270,000. Potency, µM (top dose mostly 57.5 µM), without a hit: at the highest dose activity change, negative = inhibition, usual class: inhibitors. AID 1868, 2009; also: potency is read from the fitted curve at half-maximal effect; % is scaled to controls: 0 for no effect and ±100 for the full control effect
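Quantitative HTS: GALK 5 nM, ATP 35 uM, galactose 100 uM, 1 h room temperature, then luciferase-based ATP detection.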
KCNH2 WT inh = qHTS for Inhibitors of KCHN2 3.1: Wildtype qHTS | hit rate 0.37% among 340,000 | AID 720551, 2013 | U2OS, BacMam KCNH2, thallium flux FluxOr; active compounds read low | activity change, % at 1.84 µM;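 active = maximum activity change below -70%; inconclusive = maximum activity change between -70% and -50%; inactive = maximum activity change above -50%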; also: % is scaled to controls: 0 for no effect and ±100 for the full control effect
Target sequence (Q12809 whole entry, looked up): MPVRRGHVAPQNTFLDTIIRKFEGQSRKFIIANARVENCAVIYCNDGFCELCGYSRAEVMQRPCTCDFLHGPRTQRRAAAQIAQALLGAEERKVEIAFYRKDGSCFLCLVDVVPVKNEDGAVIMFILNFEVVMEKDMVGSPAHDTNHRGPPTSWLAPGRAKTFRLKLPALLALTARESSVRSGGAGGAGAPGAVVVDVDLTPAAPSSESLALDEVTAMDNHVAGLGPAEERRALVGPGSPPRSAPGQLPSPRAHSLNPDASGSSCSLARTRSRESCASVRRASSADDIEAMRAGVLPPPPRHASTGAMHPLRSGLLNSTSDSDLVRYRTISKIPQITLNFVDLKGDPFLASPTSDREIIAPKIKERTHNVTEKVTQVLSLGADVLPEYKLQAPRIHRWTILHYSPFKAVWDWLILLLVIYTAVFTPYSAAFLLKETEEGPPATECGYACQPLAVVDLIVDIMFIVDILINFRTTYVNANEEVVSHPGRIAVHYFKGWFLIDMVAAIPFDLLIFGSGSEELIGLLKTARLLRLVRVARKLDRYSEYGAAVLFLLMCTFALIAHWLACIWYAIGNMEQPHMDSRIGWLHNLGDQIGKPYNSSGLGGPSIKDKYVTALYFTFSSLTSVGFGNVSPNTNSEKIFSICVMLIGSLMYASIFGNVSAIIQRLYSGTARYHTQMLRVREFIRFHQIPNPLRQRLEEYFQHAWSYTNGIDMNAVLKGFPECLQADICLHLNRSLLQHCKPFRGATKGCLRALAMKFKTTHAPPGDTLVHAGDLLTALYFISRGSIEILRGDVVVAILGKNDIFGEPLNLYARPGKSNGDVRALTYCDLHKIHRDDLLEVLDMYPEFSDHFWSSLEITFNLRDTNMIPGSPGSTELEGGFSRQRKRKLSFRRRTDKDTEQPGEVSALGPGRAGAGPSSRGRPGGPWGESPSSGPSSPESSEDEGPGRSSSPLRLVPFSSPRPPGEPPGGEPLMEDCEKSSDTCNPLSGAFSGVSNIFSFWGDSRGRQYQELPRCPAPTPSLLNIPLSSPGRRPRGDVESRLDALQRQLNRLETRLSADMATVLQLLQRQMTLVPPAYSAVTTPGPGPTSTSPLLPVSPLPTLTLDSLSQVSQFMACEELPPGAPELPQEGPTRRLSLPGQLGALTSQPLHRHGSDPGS
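U2OS cells transduced with wild-type KCNH2 virus are loaded with FluxOr dye for 45 min, and thallium flux is measured in kinetic reads before and after stimulation buffer. Rate constants are normalized to DMSO controls.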
Giardia kill = Small Molecules that selectively kill Giardia lamblia: qHTS; Giardia lamblia trophozoite viability; activity change, % at 7.66 µM, hits read low; hit rate 0.15% among 340,000; AID 540267, 2011; in the data active = activity change below about -80%; inconclusive = between about -30% and that limit;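 also: parasites exposed to compound for two days anaerobically before the ATP read; % is scaled to controls: 0 for no effect and ±100 for the full control effect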
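Compounds were tested on trophozoites seeded at 100 cells/well and held 48 hrs at 37 deg C anaerobically. An ATP-based luminescent kit measured the remaining live cells.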
Tb PFK block = qHTS Assay to Find Inhibitors of T. brucei phosphofructokinase | ATP-dependent 6-phosphofructokinase (Trypanosoma brucei brucei), O15648 | T. brucei PFK, ADP-Glo luminescence | Potency, µM (series often up to 57.5 µM), inactives show at the top dose activity, negative = inhibition, actives largely listed as inhibitors | hit rate 0.17% among 330,000;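 also: potency is read from the fitted curve at half-maximal effect; 0% = uninhibited 1x PFK enzyme wells and -100% = no-enzyme wells; nearly all actives have a fitted effect of over 60% in size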
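Compounds were pin-transferred as a titration series up to 57 uM into substrate buffer (0.5 mM F6P, 0.1 mM ATP, pH 8.0), then 1.25 nM PFK was added and reactions ran 45 min before ADP-Glo detection.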
TSHR antag = Antagonists of the Thyroid Stimulating Hormone Receptor: HTS campaign. Thyrotropin receptor (Homo sapiens), P16473. TSHR-expressing cells, TSH-stimulated cAMP HTRF, 2 h; active compounds read low. activity change, negative = inhibition, % at 11.5 µM. hit rate 0.2% among 330,000. AID 504810, 2011;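 active = activity change below a set negative limit, meaning inhibition stronger than a set level, cut at about -70% in these data; inconclusive = activity change between two set negative limits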; also: % is scaled to controls: 0 for no effect and ±100 for the full control effect
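Inhibition of cAMP made by TSHR-expressing cells under TSH stimulation (4nM final, EC80; 2 h, 37 deg C) is quantified with a one-step lysis HTRF kit, anti-cAMP cryptate versus cAMP-d2.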
MLL CXXC-DNA inh = qHTS Fluorescence Polarization Assay for Inhibitors of MLL CXXC domain - DNA interaction; MLL-CXXC / FITC-HOXA9 DNA fluorescence polarization; AID 2662, 2010; hit rate 0.037% among 290,000; Potency, µM (top dose mostly 115 µM), inactives show at the top dose activity change, negative = inhibition, actives largely listed as inhibitors; Histone-lysine N-methyltransferase 2A (Homo sapiens), Q03164; active = well fitted inhibition curve with a large enough effect in the polarisation, with a control signal flat, not every such curve was filed as active; inconclusive = small, poorly fitted or top-dose-only effect, or effect the other way, or a change in a side signal; inactive = no such curve, though single readings can be large or run the other way; the % refers to the polarisation; also: potency is read from the fitted curve at half-maximal effect
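Fluorescence polarization: 7 uM MLL-CXXC (stock) preincubated 5 min with compounds, then 50 nM fluorescein-HOX-A9 DNA (stock) added; 30 min ambient. Buffer 50 mM Tris-HCl pH 7.5, 50 mM NaCl, 1 mM DTT, 0.05% BSA.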
FBPA coupling cs = qHTS Assay for Inhibitors of Fructose-1,6-bisphosphate Aldolase from Giardia Lamblia: Coupling assay counterscreen | coupling enzyme system counterscreen, AmpLite Red fluorescence | activity change, negative = inhibition, % at 58.2 µM, hits read low | hit rate 0.67% among 290,000 | AID 2472, 2010; in the data active = activity change below about -30%; also: % is scaled to controls: 0 for no effect and ±100 for the full control effect
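First, compound is pin-transferred into glyceraldehyde-3-phosphate coupling-enzyme reagent at 57.5 uM final and held 10 min at RT. Next, substrate, coupling system and AmpLite Red are added. After 20 min RT, fluorescence (525/598 nm) is read.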
AT treatment = qHTS Assay for Identifying a Potential Treatment of Ataxia-Telangiectasia | […] A-T fibroblasts, KAP-1 phosphorylation AlphaLISA; neocarzinostatin DNA damage 30 min before lysis | Potency, µM (titrated, usually from 57.5 µM), for inactives: top-dose activation, hits mostly activators | hit rate 0.19% among 320,000 | AID 485349, 2010; also: potency is read from the fitted curve at half-maximal effect; % of control where 0% means no effect; nearly all actives have a fitted effect of over 45% in size
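hTERT-immortalized A-T patient fibroblasts ([…]), 500 cells/well in OPTI-MEM, 1% FBS, got compounds for 60 min, then NCS for 30 min at 37C. Lysates were then assayed for phospho-KAP-1 by AlphaLISA (anti-pKAP1 donor, anti-KAP1 acceptor beads), 6 hr at 25C.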
TCR act = Activators of T cell receptors: qHTS campaign; primary human leukocytes, anti-CD3, IL-2 HTRF, 48 h; Potency, µM (highest dose often 9.22 µM), for inactives: at the highest dose activation of IL-2 secretion, actives largely listed as activators; 330,000 tested, under 10 active; also: % of control where 0% means no effect
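Human primary leukocytes + a-CD3 beads + cpd, 48 hr; IL-2 in supernatant by HTRF (ex 320nm / em 665nm). No co-stimulatory signal supplied.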
Chronic BCR inh = qHTS Assay to Find Inhibitors of Chronic Active B-Cell Receptor Signaling; ABC-DLBCL IkBa-CBG/CBR reporter, luminescence ratio, 4 h; Potency, µM (doses to about 46.1 µM), for inactives: at the top dose ratio change, negative = lower green/red ratio, hits mostly inhibitors; hit rate 0.05% among 340,000; AID 493014, 2011; active = well fitted inhibition curve with a large enough effect in the signal ratio, with a control signal flat, not every such curve was filed as active; inconclusive = small, poorly fitted or top-dose-only effect, or effect the other way, or a change in a side signal; the % refers to the signal ratio;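 also: potency is read from the fitted curve at half-maximal effect; plate controls were basal doxycycline-induced cells for no effect and cells given 10 µM MG132 for full effect; MG132 reads +100%, hits lower the ratio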
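TMD8 ABC-DLBCL cells carrying doxycycline-inducible green luciferase fused to IkappaBalpha plus unfused red luciferase were exposed to compounds (up to 46 uM) for 4 hrs at 37C. Activity came from the overlap-corrected green/red luminescence ratio.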
Active calls of the source: *; ? = inconclusive; . = no result given; & = joins results of further samples; [ ] = dose if it differs, or a comment. Unless noted, calls follow the shape of the dose curve; as a rule, active = well fitted curve in the direction sought with a large enough effect; inconclusive = small, poorly fitted or top-dose-only effect, or another doubt; inactive = no such curve, though single readings can be large; an effect the other way counts as inactive or inconclusive.

SMILES	GALK inhibitor	KCNH2 WT inh	Giardia kill	Tb PFK block	TSHR antag	MLL CXXC-DNA inh	FBPA coupling cs	AT treatment	TCR act	Chronic BCR inh
O=C(CSc1nc2ccccc2o1)Nc1nc(-c2ccccc2)cs1	2%	-4	-15	6%	-23	12%	0	-4%	-8%[46.1 µM]	?
COC(=O)c1cn(NC(=O)c2cc(OC)c(OC)c(OC)c2)c(=O)c2ccccc12	.	3	-8	2%	7	17%	1	8%	8%	-2%
Cc1ccc(S(=O)(=O)/N=C2/NC(=O)/C(=C/c3ccc(Br)o3)S2)cc1	-28%	-7	-8	9%	-25	6%	12	-2%	-8%[46.1 µM]	?
O=c1n(-c2ccccc2)c(=O)n2n1CC(O)C2	6%	-4	-7	-1%	-4	-3%	3	2%	4%	-5%
CCc1ccccc1NC(=S)N(CCCN1CCOCC1)Cc1cccs1	1%	40	-5	1%	1	2%	6	-1%	0%[46.1 µM]	-1%
Cn1c(N2CCN(C(=O)Nc3ccc(C(F)(F)F)cc3)CC2)nc2ccccc21	-2%	-82*	19	4%	-14	40%[activator]	1	-2%	.	?
O=C(CS(=O)c1ccc(F)cc1)Nc1ccccc1Cl (configuration not stated)	1%	-1	6	-26%	18	5%	2	2%	0%	0%
CC(=O)c1ccc(NC(=S)NC(C)CCc2ccccc2)cc1 (configuration not stated)	4%	-2	-14	1%	-2	3%	0	-2%	-3%	4%
C(=N\C(/N=C/c1ccco1)c1ccco1)/c1ccco1	4%	4	6	-4%	-3	-3%	0	14%	-1%	0%
NS(=O)(=O)c1ccc(CCNC(=O)CNC(=O)c2ccc(Br)o2)cc1	.	-1	6	0%	-11	.	.	0%	-3%	1%
CC1Cc2ccccc2N1S(=O)(=O)c1cccc(C(=O)NC2CC2)c1 (configuration not stated)	3%	1	6	3%	4	-7%	0	-2%	1%	3%
CCNS(=O)(=O)c1ccc(CCC(=O)N2CCC(C)CC2)cc1	-3%	-5	-1	0%	-13	?	0	0%	5%	0%
CCc1nnc(NC(=O)CSc2ncc(-c3ccccc3)n2CC)s1	2%	-1	2	2%	-1	-6%	3	-4%	-4%	?
N#C/C(=C\c1ccc(N2CCCCC2)c([N+](=O)[O-])c1)c1nn(-c2ccccc2)c(N)c1C#N	-5%	5	-7	2%	0	10%	1	1%	0%[46.1 µM]	1%
COc1cccc(C2SCC(=O)N2c2ccc(C)cc2)c1OC (configuration not stated)	1%	-2	19	-2%	-4	-5%	0	-3%	1%[46.1 µM]	0%
Cc1ccc(CNC(=O)CCNC(=O)c2ccc(Br)o2)cc1	0%	-17	2	-1%	-7	-9%	1	3%	8%	2%
C/C(=N\c1nc2ccccc2n1C)c1cc(Cl)ccc1O	0%	-9	8	-1%	21	8%	3	3%	-2%	-5%
O=C(Oc1ccc(-c2ccccc2)cc1)N1CCOCC1	0%	15	-9	1%	0	-1%	2	11%	.	?
CCOCC(=O)NCc1ccc2c(c1)cc(C)n2C	.	9	2	-7%	-7	.	-1	-5%	8%	15%
COc1ccccc1NC(=O)CN(C)S(=O)(=O)c1cc(C)ccc1OC	3%	0	-5	2%	-7	0%	-1	.	9%	5%

Single entries from the list.
In GALK inhibitor, CCNS(=O)(=O)c1ccc(CCC(=O)N2CCC(C)CC2)cc1 shows -3%
In TSHR antag, COc1cccc(C2SCC(=O)N2c2ccc(C)cc2)c1OC (configuration not stated) shows -4

The list continues.
SMILES	GALK inhibitor	KCNH2 WT inh	Giardia kill	Tb PFK block	TSHR antag	MLL CXXC-DNA inh	FBPA coupling cs	AT treatment	TCR act	Chronic BCR inh
CC1CCN(S(=O)(=O)c2ccc3c(c2)N(CC(=O)NCCCN2CCCCC2)C(=O)CS3)CC1	5%	6	-5	-2%	0	-4%	.	2%	1%	-2%&-1%
O=C(NCC1CCCO1)c1cc(S(=O)(=O)N2CCOCC2)c(Cl)cc1Cl (configuration not stated)	7%	-20	-1	0%	31	-5%	4	-2%	-3%	6%
COc1ccc(-c2cn(-c3ccc(C)cc3C)c(=O)[nH]2)cc1OC	0%	-12	-4	-2%	-4	-2%	0	2%	9%	-2%
N#CCCn1c(SCC(=O)N2CCN(S(=O)(=O)c3ccccc3)CC2)nc2ccccc21	8%	7	-4	-2%	-2	-6%	7	9%	1%	0%
Cc1nc(SCC(=O)NCCN2C(=O)CSC2=O)nc(C)c1C	.	-8	-3	0%	-8	.	.	3%	3%	1%
O=C(OC1CCOC1=O)c1ccc(CO)cc1 (configuration not stated)	1%	-1	-9	1%	-4	0%	1	-9%	-1%	-2%
CC(C)CC[n+]1ccn(C2=C([O-])c3ccccc3C(=O)/C2=N\S(=O)(=O)c2ccccc2)c1	-1%	0	17	-1%	10	1%	-55*	6%	8%	13%
CCOC(=O)c1cccc(NC(=O)c2ccc3c(c2)C(=O)N(CC2CCCO2)C3=O)c1 (configuration not stated)	-2%	22	36[activator]	1%	7	13%	.	-1%	7%	2%
COc1ccc(CNc2nnnn2C)cc1	6%	-13	1	0%	0	-2%	0	6%	6%	0%
COc1cc([N+](=O)[O-])ccc1NC(=O)NN1CCN(C)CC1	-4%	5	1	-5%	-10	21%	.	2%	0%	0%
NC1=NC[C@H](Cc2ccc(O)cc2)N1CCc1cc(C(F)(F)F)cc(C(F)(F)F)c1	-3%	.	14	5%	-3	5%	1	14%	-2%	-4%
Cc1ccc(NC(=O)c2cc(-c3ccccc3)nn2-c2ccccc2)cc1	-1%	6	15	4%	-44	0%	-2	4%	0%[46.1 µM]	-2%
CCOc1ccc(-c2nc(CS(=O)(=O)CC(=O)NCc3ccc(F)cc3)c(C)o2)cc1	.	10	16	0%	-2	.	-1	?	0%	-9%
CCCc1n[nH]c(=S)n1Cc1ccco1	-1%	-9	-6	0%	-17	2%	1	39%	-3%	?
CCCCn1nnnc1SCC(=O)Nc1sc2c(c1C#N)CCCC2	0%	5	-2	2%	-7	1%	3	11%	1%	9%
Cc1ccc(Oc2cc([N+](=O)[O-])cc3c2C(=O)Nc2ccccc2O3)cc1	1%	21	1	-24%	-26	25%	1	-1%	1%[46.1 µM]	?
CCCCn1c(=O)c(C(=O)c2ccccc2)nc2ccccc21	0%	-14	9	0%	4	1%	1	1%	-3%	6%
C/C(=N/NC(=O)c1ccc(C)s1)c1cccc(NC(=O)c2ccoc2C)c1	-9%	-1	-1	2%	-38	61%	.	-11%	15%	?
Cn1cc(C(=O)N2CCCCC2)c(=O)c2cc(S(=O)(=O)N3CCCC3)ccc21	1%	4	28	0%	-6	3%	.	-2%	12%	-5%
Cc1ccc(S(=O)(=O)N2CCOCC2)cc1NC(=O)COC(=O)c1cnc(Cl)c(Cl)c1	.	3	6	0%	-24	.	.	-9%	2%	6%
COc1ccccc1OCCNc1cc(N2CCCCC2)ccc1[N+](=O)[O-]	1%	25	-4	-6%	-2	?	2	1%	2%[46.1 µM]	2%
O=C(Cc1ccsc1)Nc1ccccc1F	0%	2	6	2%	-1	-21%	1	1%	6%	?
Cc1ccc(/C=C(\NC(=O)c2ccccc2)C(=O)NCC2CCCO2)o1 (configuration not stated)	4%	2	-12	3%	-6	9%	-10	1%	-15%	1%
NS(=O)(=O)c1ccc(CNC(=O)c2csc3c2CCCC3)cc1	-1%	-6	2	0%	28	-2%	0	4%	-7%	4%
Cc1n[nH]c(=O)c2c(NC(=O)CSc3nnc(C4CC4)n3C)oc(C)c12	.	-1	9	0%	10	.	.	4%	.	-7%
CCSCc1nnc(SCC(=O)Nc2nc(C)cs2)n1C	-3%	.	.	7%	10	22%	-1	-3%	.	-1%
CN(c1ccccc1)S(=O)(=O)c1ccc(NC(=O)c2ccc(-c3ccccc3)cc2)cc1	-2%	-11	-4	3%	-34	31%[activator]	-3	-1%	.	18%
CCOc1ccc(S(=O)(=O)Nc2ccc(C(=O)NNC(=O)c3ccncc3)cc2)cc1	.	-1	-13	6%	-22	.	.	5%	0%	-6%
Fc1ccccc1NC(=S)Nc1ccc(CN2CCOCC2)cc1	1%	9	-22	5%	0	2%	3	6%	3%	1%
O=C(O)c1cccc(Cn2c(Cl)c(/C=N/NC(=O)c3ccccc3Cl)sc2=O)c1	2%	-20	4	3%	7	-18%	11	3%	2%	?
